PI5P4K alpha inh: inhibitors of human PI5P4K alpha; max response, %; 330,000 compounds, 1.2% hits; AID 652105; PI5P4Kalpha enzyme, ADP-Glo luminescence, 60 min; stronger effect = lower value; active = max response of -50% or lower; inconclusive = between -30% and -50%; inactive = -30% or higher; note: value at the top dose of about 77 µM; % is set by controls: 0 for no effect and ±100 for the full control effect
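Compounds were pin-transferred onto PI5P4Kalpha and substrate in HEPES pH 7.4 buffer with EGTA, CHAPS and 5% DMSO. ATP (5 microM final) started the reaction, which ran 60 minutes at room temperature before ADP-Glo detection.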
WRN inhibitor: WRN helicase (human) inhibition; AID 651768; Potency, µM (series often up to 114 µM), for the others: at the highest dose activity change, negative = inhibition, most hits filed as inhibitors; 360,000 compounds, 0.46% hits; WRN helicase unwinding, fluorescent forked duplex, kinetic; Q14191; note: potency is the fitted concentration of half-maximal effect; % is set by controls: 0 for no effect and ±100 for the full control effect; nearly all actives have a fitted effect of over 55% in size
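Kinetic fluorescence helicase assay: unwinding of a quenched forked DNA duplex (100 nM final) with 2 mM ATP final raises red fluorescence (525/598 nm). Compounds sat 15 min at room temperature with 20 nM WRN beforehand.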
Abeta rescue: restores growth of yeast expressing A-beta42 peptide; yeast expressing A-beta42, growth rescue, OD600, 48 h; response scale: 0% DMSO, 100% iron-clioquinol control; Potency, µM (titrated, usually from 46.1 µM), for the others: at the top dose growth rescue, hits mostly activators; AID 1347071; 410,000 compounds, 0.063% hits; note: potency is the fitted concentration of half-maximal effect; nearly all actives have a fitted effect of over 55% in size
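Yeast A-beta toxicity model in growth medium with pinned compounds, 48 h at 30 C; growth read as absorbance at 600 nm. Normalized to FeCl3/clioquinol equimolar mix (positive) and DMSO (negative).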
IL2 activator: activators of IL-2 | activation, % (series mostly up to about 46 µM) | IL-2 activation reporter assay, cell-based qHTS; stimulated with anti-CD3/CD4/CD28 beads; in transgenic mouse T cells | 360,000 compounds, 0.065% hits; in the data active = activation above about 50%; inconclusive = mostly about 30% to 49%; note: 0% is about no effect
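Using fluorescent plate cytometry, EGFP and DsRed are detected in transgenic mouse T cells stimulated 18 h at 37 degrees C with antibody-coated beads after 60 min compound pretreatment.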
FUS yeast rescue: rescues growth of FUS-expressing yeast; S. cerevisiae FUS-expressing, growth rescue, OD600, 24 h; Potency, µM (doses to about 76.6 µM), without a hit: top-dose growth rescue (activation), hits mostly activators; 390,000 compounds, 0.24% hits;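 note: potency is the fitted concentration of half-maximal effect; plate controls were DMSO vehicle for no effect and reference control for full effect; nearly all actives have a fitted effect of over 55% in size; some results filed as inactive show a strong effect at the top dose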
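Yeast expressing FUS under galactose induction, OD 0.005 in 2% galactose medium; compounds in a dilution series, 24 h at 30C. Growth rescue by absorbance at 600 nm; CP55940 positive control, DMSO negative.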
EPAC1 ag: activates human EPAC1 exchange factor. EPAC1 agonist qHTS, biochemical assay; response scale: 100% = response to 6.5 mM cAMP. Potency, µM (doses to about 154 µM), for the others: top-dose activation, most hits filed as activators. 360,000 compounds, 0.073% hits. O95398; note: potency is the fitted concentration of half-maximal effect; nearly all actives have a fitted effect of over 60% in size
Target sequence (O95398 whole entry, looked up): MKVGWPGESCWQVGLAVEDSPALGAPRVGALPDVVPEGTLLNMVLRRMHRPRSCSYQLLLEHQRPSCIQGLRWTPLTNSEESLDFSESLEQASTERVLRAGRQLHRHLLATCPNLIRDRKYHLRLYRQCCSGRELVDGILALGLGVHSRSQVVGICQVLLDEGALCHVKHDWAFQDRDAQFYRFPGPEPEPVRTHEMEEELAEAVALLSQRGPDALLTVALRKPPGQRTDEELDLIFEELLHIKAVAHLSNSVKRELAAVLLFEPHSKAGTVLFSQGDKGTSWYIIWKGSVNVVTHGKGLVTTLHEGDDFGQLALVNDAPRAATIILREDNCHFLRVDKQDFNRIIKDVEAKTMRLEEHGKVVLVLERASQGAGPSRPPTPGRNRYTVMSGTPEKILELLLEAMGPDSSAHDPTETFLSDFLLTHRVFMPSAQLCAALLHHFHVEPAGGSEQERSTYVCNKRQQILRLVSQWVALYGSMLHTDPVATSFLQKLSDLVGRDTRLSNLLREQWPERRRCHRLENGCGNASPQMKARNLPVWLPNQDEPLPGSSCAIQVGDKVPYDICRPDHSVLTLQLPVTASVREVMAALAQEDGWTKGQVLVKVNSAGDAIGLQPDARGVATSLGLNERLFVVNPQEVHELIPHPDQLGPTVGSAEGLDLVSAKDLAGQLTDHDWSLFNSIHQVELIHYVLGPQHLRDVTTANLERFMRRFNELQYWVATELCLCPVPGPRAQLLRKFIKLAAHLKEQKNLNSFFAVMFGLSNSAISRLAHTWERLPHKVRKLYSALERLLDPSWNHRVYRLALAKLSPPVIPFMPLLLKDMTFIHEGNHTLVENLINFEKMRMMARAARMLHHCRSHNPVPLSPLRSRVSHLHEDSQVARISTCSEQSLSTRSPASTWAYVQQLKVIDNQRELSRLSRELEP
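EPAC1 100 nM, Rap1B–BODIPY-GDP 250 nM, unlabeled GDP 50 uM; compound titration; 5 min RT; kinetic read ex480/em540 at 5-min intervals ×30 min; data normalized to 6.5 mM cAMP agonist control.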
EPAC1 antagonist: EPAC1 (human) antagonism. EPAC1 GEF assay, Rap1b-BODIPY-GDP exchange fluorescence. Potency, µM (series often up to 115 µM), for the others: top-dose activity change, negative = inhibition, actives largely listed as inhibitors. 360,000 compounds, 0.14% hits. AID 720709;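 note: potency is the fitted concentration of half-maximal effect; plate controls were vehicle for no effect and positive control for full effect; nearly all actives have a fitted effect of over 50% in size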
PLK1 PBD block: PLK1 (human) polo-box domain binding inhibition. Potency, µM, inactives show max response, negative = inhibition, usual class: inhibitors. 360,000 compounds, 2.8% hits. P53350. Plk1 PBD binding of FITC phosphopeptide, fluorescence polarization; note: potency is the fitted concentration of half-maximal effect; series mostly up to about 57 µM; % is set by controls: 0 for no effect and ±100 for the full control effect; nearly all actives have a fitted effect of over 65% in size
aSyn yeast inh: inhibitors of alpha-synuclein toxicity in yeast | AID 652106 | Yeast expressing alpha-synuclein, growth rescue, BacTiter-Glo, 24 h | Potency, µM (highest dose often 46.1 µM), inactives show at the top dose growth rescue (activation), usual class: activators | 370,000 compounds, 0.14% hits; note: potency is the fitted concentration of half-maximal effect; % of control where 0% means no effect; nearly all actives have a fitted effect of over 65% in size
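Rescue of yeast growth: cells expressing toxic alpha-synuclein, induced in galactose at OD600 0.02, incubated with compound 24 h at 30 C. ATP luminescence quantified growth; inhibitors of toxicity appear as activators.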
An asterisk follows results filed as active; u = inconclusive; x = no result given; [ ] = dose if it differs, or a comment. Unless noted, calls come from the whole dose curve; as a rule, active = well fitted curve in the direction sought with a large enough effect; inconclusive = small, poorly fitted or top-dose-only effect, or another doubt; inactive = no such curve, though single readings can be large; an effect the other way counts as inactive or inconclusive.

A first look, three compounds:
SMILES	PI5P4K alpha inh	WRN inhibitor	Abeta rescue	IL2 activator	FUS yeast rescue	EPAC1 ag	EPAC1 antagonist	PLK1 PBD block	aSyn yeast inh
CC1(C)C2CCC1(CS(=O)(=O)NCCc1c[nH]c3ccccc13)C(=O)C2 (stereo not given)	-1	-2%[57.1 µM]	-1%	-1.0	-9%	12%	-8%	-8%	6%
Cc1cc(Br)ccc1OCC(=O)NC1CCCC1	3	0%	-16%	-3.0	12%	2%	8%	-7%	12%
Nc1nnc(CSCc2ccc(F)cc2)s1	x	-4%	14%	0.2	-9%	5%	-8%	19µM*	1%

All compounds of this part, from the first entry:
SMILES	PI5P4K alpha inh	WRN inhibitor	Abeta rescue	IL2 activator	FUS yeast rescue	EPAC1 ag	EPAC1 antagonist	PLK1 PBD block	aSyn yeast inh
CC1(C)C2CCC1(CS(=O)(=O)NCCc1c[nH]c3ccccc13)C(=O)C2 (stereo not given)	-1	-2%[57.1 µM]	-1%	-1.0	-9%	12%	-8%	-8%	6%
Cc1cc(Br)ccc1OCC(=O)NC1CCCC1	3	0%	-16%	-3.0	12%	2%	8%	-7%	12%
Nc1nnc(CSCc2ccc(F)cc2)s1	x	-4%	14%	0.2	-9%	5%	-8%	19µM*	1%
Cc1[nH]c(C)c(S(=O)(=O)Nc2ccccc2)c1C(=O)N1CCCC1	3	12%	9%	-0.8	18%	-1%	-19%	1%	0%
O=C(Nc1ccncc1)c1sc2ccccc2c1Cl	5	-2%	-13%	4.0	-2%	-2%	-8%	-7%	2%
COc1cc(C(CCN2CCN(c3ccccc3)CC2)c2c(OC)cc(OC)c3ccc(=O)oc23)cc(OC)c1OC (stereo not given)	3	1%	-12%	-0.4	3%	-5%	-17%	0%	-3%
O=C(CN1C(=O)CSc2ncccc21)Nc1ccccc1F	0	2%	x	-0.2	-4%	4%	-10%	-8%	-4%
COC(=O)C1=C(CSCc2ccccc2)NC(=O)NC1c1cc(C)ccc1C (stereo not given)	x	-14%	-4%	-2.0	23%	-9%	7%	1%	-6%
CCOc1ccc2nc(N(CCN(C)C)C(=O)/C=C/c3cccs3)sc2c1	8	2%	-10%	-0.4	4%	-17%	7%	7%	1%
CCCCN1CNC(=S)N(c2cc(C)ccc2C)C1	x	10%	28%	-1.5	18%	-2%	7%	-1%	-16%
Cc1cccc(NC(=O)c2ccc(Cn3cc(C(F)(F)F)ccc3=O)cc2)c1	-3	-1%	-23%	0.5	x	1%	-3%	1%	11%
Cc1ccc(OC(=O)c2ccc(Cl)c([N+](=O)[O-])c2)cn1	-7	1%	-4%	0.5	-4%	-9%	13%	-30%	0%
CCC1CN(C)C2Cc3c([nH]c4ccccc34)C(=O)CC1C2C(=O)OC (stereo not given)	-10	-2%	-1%	1.7	-12%	-10%	2%	-6%	1%
CCc1ccc(C(=O)CSc2n[nH]c(C)n2)cc1	-57*	0%	-22%	-0.6	7%	0%	8%	27µM*	-6%
O=C(NC1CCCCC1)c1cc(S(=O)(=O)N2CCN(c3ccccc3)CC2)ccc1Cl	-6	1%	-6%	0.3	3%	0%	3%	6%	8%
COc1ccc(NS(=O)(=O)c2ccc(N3CCOCC3)c(NC(=O)c3cccc(F)c3)c2)cc1	1	-4%	5%	-3.2	x	0%	4%	6%	-5%
COc1ccccc1-c1coc2c(CN3CCCC(C)C3)c(O)ccc2c1=O (stereo not given)	3	5%	4%	1.4	-13%	-2%	-18%	-11%	-1%
Cc1ccccc1-c1nnc(-c2ccccc2C)o1	1	-7%	3%	-2.3	7%	7%	2%	-15%	-3%
CCOC(=O)c1nn(-c2cccc(Cl)c2)c2nc(Nc3ccccc3)cc(=O)n12	1	-17%	9%	0.8	2%	1%	9%	11%	4%
O=CNC1c2ccccc2CCc2ccccc21	9	-9%	11%	-2.9	x	1%	-4%	-6%	-2%
Cc1ccc(S(=O)(=O)n2nc(-n3c(C)ccc3C)c3c(F)cccc32)c2ccccc12	1	-4%	15%	-0.6	4%	3%	6%	-13%	4%
COc1ccc(NC(=O)COC(C)=O)cc1OC	-3	2%	-16%	2.2	12%	2%	9%	-2%	-2%
O=C(COc1ncnc2scc(-c3ccccc3)c12)NC1CCCc2ccccc21 (stereo not given)	6	9%	-8%	-1.9	x	-3%	11%	-6%	0%
O=C1CSc2ccccc2N1	-5	-24%	-3%	0.4	8%	11%	-3%	-4%	1%
COc1ccc(CC(=O)Nc2cccc3ncccc23)cc1OC	1	12%	-6%	-1.2	9%	13%	5%	-12%	-1%
c1ccc2c(C[C@@H]3CNCCN3CC3CCCCC3)cccc2c1	20	-9%	12%	-0.8	-26%	-6%	-7%	5%	0%
O=C(NC1CCCC1)c1ccc2c(c1)N(Cc1ccc(F)cc1)CCS2	-5	-4%	6%	-0.6	8%	7%	-29%	-15%	-2%
CCOc1ccc(CCNC(=O)c2cc(=O)[nH]c3ccc(S(=O)(=O)N(CC)CC)cc23)cc1OCC	5	-26%	-14%	-5.0	x	3%	-2%	-1%	0%
O=C(CSc1ccc(-c2ccccn2)nn1)NCc1ccc(Cl)cc1	3	3%	6%	-0.3	9%	5%	0%	-19%	-1%
CC(C)c1ccc(/C=C/C(=O)NC(=S)NN2CCOCC2)cc1	-4	1%	u	-4.0	31%	-1%	10%	-17%	1%
CC(C)CN(C(=O)Cn1c(C(F)(F)F)nc2ccccc21)c1c(N)n(Cc2ccccc2)c(=O)[nH]c1=O	-1	3%	3%	0.6	1%	11%	5%	3%	5%
O=C(C1CC1)N1CCN=C1SCc1ccc(Cl)cc1	6	-17%	10%	-0.8	3%	-6%	-14%	-2%	2%
Fc1ccc(CSc2nnc(-c3cnccn3)n2Cc2ccco2)cc1	x	-2%	-1%	-1.5	10%	0%	-14%	-4%	4%
O=C1NN(c2ccccc2)C(=O)/C1=C/c1ccc(-c2ccc(Cl)c(C(=O)O)c2)o1	-16	35µM*	-2%	1.9	6%	4%	0%	u	6%
CCc1nc2ccc(C(=O)N(CC)CCN(C)C)cn2c1N(C=O)CCC(C)C	-1	-3%	4%	-0.6	-21%	-1%	-1%	0%	-4%
FC(F)(F)c1cccc(NC(=S)NC(c2ccccc2)c2ccccc2)c1	3	-11%	-16%	-5.6	14%	6%	-26%	0%	-1%
COC(=O)c1cc2ccsc2n1CC(=O)Nc1ccc(N(C)C)cc1	x	-10%	26%	1.3	10%	1%	-1%	3%	1%
O=C(CSc1nncs1)NC(=O)NC1CCCC1	-14	15%	-6%	-1.6	-21%	2%	2%	-13%	-19%
S=C(Cc1ccc(-c2ccccc2)cc1)N1CCOCC1	2	-6%	25%	2.3	34%	21%	-18%	-4%	10%
OCC1CCCN(Cc2cn(Cc3ccccc3)nc2-c2cc3ccccc3o2)C1 (stereo not given)	2	-1%[57.1 µM]	10%	-0.3	9%	2%	-21%	-6%	0%
CCCCNCc1nc2ccccc2c(=O)[nH]1	-3	-4%	5%	-1.2	4%	13%	4%	-16%	-4%
CCOC(=O)C(C)(C)Sc1nc2c(cnn2-c2ccc(C)cc2)c(=O)[nH]1	-5	-1%	2%	-0.7	6%	2%	u	u	2%
O=C(NC(Cc1ccccc1)C(=O)N1CCCCCC1)c1ccccc1 (stereo not given)	-5	14%	-3%	-1.6	15%	-12%	6%	5%	14%
c1coc(-c2ncc[nH]2)c1	4	-10%	-21%	0.1	-27%	-5%	-12%	-4%	-8%
O=C(/C=C/c1ccccc1[N+](=O)[O-])N1CCN(c2ccc(F)cc2)CC1	1	-3%	-13%	0.6	12%	4%	18%	0%	1%
Cc1ccc(S(=O)(=O)Nc2ccc(-c3nnc(SCc4ccccc4Cl)o3)cc2)cc1	9	-19%	10%	0.9	x	19%	-2%	-3%	1%
CS(=O)(=O)c1ccc(C(=O)NCc2ccccc2F)cc1	1	-7%	4%	1.4	17%	-2%	-4%	-10%	-2%
Cc1cc(C(=O)Nc2nnc(C3CCCCC3)s2)no1	x	2%	-32%	-1.2	16%	2%	3%	-6%	-2%
CN(c1cccc(NC(=O)c2ccc(Cl)c(S(=O)(=O)Nc3ccccc3)c2)c1)S(C)(=O)=O	x	-25%	0%	-1.6	31%	18%	-9%	-3%	0%
CC(C)[C@H](NC(=O)c1ccccc1Cl)C(=O)OCC(=O)NCc1ccc2c(c1)OCO2	-3	6%	-11%	3.4	2%	-5%	-2%	-3%	4%
CNC(=O)c1ccc(Nc2nnc(-c3ccc(O)cc3)c3ccccc23)cc1	-2	-1%	u	0.3	-1%	3%	u	2%	4%
Cc1c(C(=O)NNC(=O)c2ccccc2O)oc2ccccc12	-5	-4%	-29%	0.2	-20%	9%	-20%	-5%	-14%
CN1CCN(/C=N/c2sc3c(c2C#N)CCCCC3)CC1	9	-13%	-6%	-0.1	-17%	4%	6%	-9%	0%
O=C(COC(=O)[C@H](Cc1ccccc1)NC(=O)c1ccco1)Nc1ccccc1	6	-5%	-15%	-0.3	-10%	1%	-24%	0%	5%
O=C(O)c1ccc(OCCCCCCOC2CCCCO2)cc1 (stereo not given)	-13	-8%	-6%	1.9	12%	4%	-17%	27µM*	15%
CCOC(=O)CNC(=O)N1CCc2ccc(NC(=O)c3ccccc3OC)cc2C1	-2	14%	4%	-2.3	4%	1%	-15%	-17%	1%
CSc1nc(O)c(Nc2ccccc2)c(=O)[nH]1	1	3%	12%	0.9	4%	0%	-21%	-12%	-1%
O=C(Cn1cnc2c(cnn2-c2ccc(Cl)cc2)c1=O)N1CCN(c2ccccc2)CC1	4	-5%	-3%	2.3	-1%	5%	-12%	0%	-2%
Cc1ccc(C(CC(=O)O)NC(=O)CCNC(=O)c2ccco2)cc1 (stereo not given)	-4	-6%	-10%	-1.7	7%	-6%	-10%	-5%	-4%
CC(=O)c1ccc(OCCNS(=O)(=O)c2ccc(-n3cnnn3)cc2)cc1	3	-2%	5%	-2.3	29%	10%	-26%	0%	-3%

From PubChem BioAssay
